# FID counter – compounds displacing fluorescent DNA intercalator, primary screen, artefact control for HCV NS3 helicase inhibitor project, biochemical, FID fluorescence; hit rate 0.17% among 290,000; DNA fluorescent intercalator displacement; inhibition, % at 7.9 µM; in the data active = inhibition above about 37%;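 note: 0% = vehicle and 100% = reference compound; higher means more ethidium bromide displaced from hairpin DNA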
# SUMO HTRF inh – inhibitors of in vitro SUMOylation cascade, primary screen, biochemical, HTRF, uHTS; SUMO-conjugating enzyme UBC9 (Homo sapiens), P63279; HTRF SUMOylation assay, SAE1/SAE2 + UBC9; inhibition, % at 35 µM; hit rate 0.36% among 290,000; AID 2006, 2009; in the data active = inhibition above about 50%, passing the limit was not always enough; note: strong numbers were not always called active
# IDE cell inh – human IDE inhibitors in live cells, primary screen, fluorescence polarization, HEK cells, FAbetaB substrate. Insulin-degrading enzyme (Homo sapiens), P14735. FAbetaB cleavage. inhibition, % at 5.59 µM. hit rate 0.41% among 320,000. AID 434962, 2010;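 active = percent inhibition above the average of all tested compounds plus 3 SD, set per screening campaign, cut at about 16% in these data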;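 note: IDE supplied by intact live HEK cells; FP after avidin binding of uncleaved biotin substrate so inhibition keeps polarization high; 0% = DMSO wells and 100% = 60 µM reference IDE inhibitor Ii1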
# Target sequence (P14735 whole entry, looked up): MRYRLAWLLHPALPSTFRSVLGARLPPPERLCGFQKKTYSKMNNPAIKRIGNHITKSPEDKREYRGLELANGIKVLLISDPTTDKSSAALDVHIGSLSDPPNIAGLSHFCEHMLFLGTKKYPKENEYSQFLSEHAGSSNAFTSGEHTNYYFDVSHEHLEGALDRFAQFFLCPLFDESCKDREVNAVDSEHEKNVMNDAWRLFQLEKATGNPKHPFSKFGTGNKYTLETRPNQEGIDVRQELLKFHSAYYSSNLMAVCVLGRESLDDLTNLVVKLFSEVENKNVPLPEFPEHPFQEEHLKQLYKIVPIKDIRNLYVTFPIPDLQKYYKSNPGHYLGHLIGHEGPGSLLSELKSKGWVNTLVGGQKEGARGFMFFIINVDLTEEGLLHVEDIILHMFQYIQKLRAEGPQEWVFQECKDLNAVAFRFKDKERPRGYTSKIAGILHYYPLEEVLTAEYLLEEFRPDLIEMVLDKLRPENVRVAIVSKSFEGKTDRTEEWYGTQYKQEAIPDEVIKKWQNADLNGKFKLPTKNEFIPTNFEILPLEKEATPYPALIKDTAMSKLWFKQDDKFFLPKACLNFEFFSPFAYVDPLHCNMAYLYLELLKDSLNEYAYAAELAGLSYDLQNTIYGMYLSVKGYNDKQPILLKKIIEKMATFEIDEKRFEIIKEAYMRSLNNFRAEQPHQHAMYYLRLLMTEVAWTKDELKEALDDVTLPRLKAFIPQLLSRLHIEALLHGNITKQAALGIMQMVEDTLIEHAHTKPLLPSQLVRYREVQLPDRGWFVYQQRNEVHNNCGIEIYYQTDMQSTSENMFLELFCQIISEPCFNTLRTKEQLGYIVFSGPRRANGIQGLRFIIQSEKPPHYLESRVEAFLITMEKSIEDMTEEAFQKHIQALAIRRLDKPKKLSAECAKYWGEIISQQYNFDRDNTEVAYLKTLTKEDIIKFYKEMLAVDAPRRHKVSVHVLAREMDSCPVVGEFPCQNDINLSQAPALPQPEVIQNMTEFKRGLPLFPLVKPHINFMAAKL
# VIM-2 inh – VIM-2 metallo-beta-lactamase inhibitors, primary screen, biochemical, epi-absorbance readout, Pseudomonas aeruginosa enzyme; AID 1527, 2009; inhibition, % at 5.6 µM; hit rate 0.89% among 290,000; purified VIM-2, nitrocefin hydrolysis, epi-absorbance fluorescence;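 active = inhibition above the mean of all tested compounds plus 3 SD, cutoff set per screening run, cut at about 7.5% in these data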;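 note: red hydrolysis product quenches plate fluorescence so inhibitors raise well fluorescence; 0% = enzyme with DMSO and 100% = DMSO without enzyme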
# IMP-1 inhibitor – IMP-1 metallo-beta-lactamase inhibitors, primary screen, biochemical, epi-absorbance readout, Pseudomonas aeruginosa enzyme. metallo-beta-lactamase IMP-1 (Pseudomonas aeruginosa). purified IMP-1, nitrocefin hydrolysis, epi-absorbance fluorescence. inhibition, % at 5.6 µM. hit rate 0.45% among 290,000;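 active = inhibition above the mean plus 3 SD of all compounds in the same screening run, cut at about 4.5% in these data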;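 note: 0% = IMP-1 with DMSO and 100% = DMSO wells lacking enzyme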
#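 System: purified IMP-1 / Input: IMP-1 dispensed at 0.2 nM / Medium: 50 mM HEPES pH 7.1, 50 µM ZnSO4, 0.05% Brij 35 / Timing: 15 min enzyme–compound preincubation, then 25 min nitrocefin reaction, 25 °C / Technique: plate fluorescence quenching by hydrolysis product, ex 480/em 530 nm / Repeats: singlicate testing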
# pCIP destab – p/CIP-EGFP fusion destabilizers, primary screen, fluorescence, F442A cells; Q05BA5; 16 h; decrease of EGFP signal, % at 10 µM; hit rate 0.01% among 290,000;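 active = EGFP signal decrease of at least 30% at 10 µM or well 3 SD below plate mean, unless failing retest; inactive = the rest, including hits failing retest or dose response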; note: some compounds called inactive have numbers as strong as hits; many of its hits are not listed in these tables
# IDE act – human IDE activators in live cells, primary screen, fluorescence polarization, HEK cells, FAbeta-B substrate; FAbeta-B cleavage; 0% vehicle, 100% cell-free pure enzyme wells; activation, % at 5.96 µM; hit rate 0.073% among 340,000; AID 493087, 2011;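 active = activation above the mean of all tested compounds plus 3 SD, set per screening campaign, cut at about 17% in these data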
# NS3 helicase inh – inhibitors of HCV NS3 helicase, primary screen, biochemical, Cy5 molecular beacon fluorescence; hit rate 0.56% among 290,000; AID 1800, 2009; NS3 helicase DNA unwinding; Hepatitis C virus NS3 helicase; inhibition, % at 10.9 µM;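 active = inhibition above the mean of all tested compounds plus 3 SD, set per campaign, cut at about 35% in these data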;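 note: 0% = DMSO wells and 100% = thioflavine S control wells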
#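 Test system: hepatitis C virus NS3 helicase domain fragment enzyme. Also added: annealed dual-labelled DNA beacon duplex, ATP-started. Timing: 60 min unwinding reaction at 25 °C after ATP addition. Technique: Cy5 fluorescence. Measure: % inhibition of unwinding.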
# M18AAP inhibitor – PfM18AAP inhibitors, malaria aminopeptidase, primary screen, biochemical, QFRET, recombinant enzyme. M18 aspartyl aminopeptidase (Plasmodium falciparum 3D7). H-Glu-NHMec fluorogenic cleavage. inhibition, % at 7.35 µM. hit rate 1.2% among 290,000. AID 1822, 2009;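 active = inhibition above the campaign mean inhibition over all tested compounds plus 3 SD, cut at about 28% in these data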;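 note: 0% = plate median of test compound wells and 100% = 2 mM ZnCl2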
# * marks the source's active call; other numbers are inactive results; . = not tested or not shown.
SMILES,FID counter,SUMO HTRF inh,IDE cell inh,VIM-2 inh,IMP-1 inhibitor,pCIP destab,IDE act,NS3 helicase inh,M18AAP inhibitor
CCOc1ccc(-n2c(SCc3ccc(C#N)cc3)nnc2-c2cccnc2)cc1,-31,-3,15,0.4,-0.2,7,-11,-9,-7
CCCCn1cnc2c(cnn2-c2ccc(F)cc2)c1=O,-6,23,-1,2.0,-0.4,-15,3,-10,1
CCc1n[nH]c2c1/C(=N/O)CCC2,4,2,-2,-4.5,-0.5,-6,4,5,-6
Cc1ccc(S(=O)(=O)C(CCC(=O)c2ccc(Cl)cc2)C(N)=O)cc1 (configuration not stated),-16,-27,9,-0.5,2.7,2,8,-10,-5
O=C(Nc1nnc(CCc2ccccc2)s1)c1cccc(F)c1,-16,2,-3,-0.6,-0.7,8,2,0,1
O=C(COc1ccccc1Cl)Nc1ccc(N2CCCC2)cc1,-9,0,-2,-1.4,-1.6,6,5,-22,19
O=C(CN1C(=O)NC2(CCCC2)C1=O)Nc1ccccc1-c1ccccc1,-8,22,-3,-1.3,-3.1,-7,3,-1,-2
S=C(Nc1ccccc1)N1CCC(C2CCN(C(=S)Nc3ccccc3)CC2)CC1,1,14,3,1.1,0.9,0,.,21,-3
CCN1C(=NCCCCO)N[C@@H](c2cccc(C(F)(F)F)c2)C(C(=O)OC)=C1C,11,4,1,0.4,-3.5,6,-4,4,-2
CC(=O)c1c(C)[nH]c(C(=O)NCc2ccc(C)cc2)c1C,-7,17,2,-1.8,-1.9,-5,-6,2,-8
O=C(COC(=O)CNS(=O)(=O)c1c(Cl)cccc1Cl)Nc1cccnc1Cl,-1,-10,-2,-2.9,-4.6,3,1,5,-3
CCOC(=O)N1CCC(NC(=O)C(Cc2ccccc2)NC(=O)C2CCCCC2)CC1 (configuration not stated),-4,-7,3,-1.7,-3.9,-3,1,-12,-23

# The last 4 records of the part above open the next one.
SMILES,FID counter,SUMO HTRF inh,IDE cell inh,VIM-2 inh,IMP-1 inhibitor,pCIP destab,IDE act,NS3 helicase inh,M18AAP inhibitor
CCN1C(=NCCCCO)N[C@@H](c2cccc(C(F)(F)F)c2)C(C(=O)OC)=C1C,11,4,1,0.4,-3.5,6,-4,4,-2
CC(=O)c1c(C)[nH]c(C(=O)NCc2ccc(C)cc2)c1C,-7,17,2,-1.8,-1.9,-5,-6,2,-8
O=C(COC(=O)CNS(=O)(=O)c1c(Cl)cccc1Cl)Nc1cccnc1Cl,-1,-10,-2,-2.9,-4.6,3,1,5,-3
CCOC(=O)N1CCC(NC(=O)C(Cc2ccccc2)NC(=O)C2CCCCC2)CC1 (configuration not stated),-4,-7,3,-1.7,-3.9,-3,1,-12,-23
COc1ccc(Cc2noc(CN(C)C3CC(C)(C)NC(C)(C)C3)n2)cc1OC,10,-53,1,-0.9,-1.9,-9,2,-7,9
N#C/C(=C\c1cccs1)C(=O)NCc1ccco1,2,19,-4,0.1,-1.1,-5,2,-1,3
Cc1cccc(C)c1N(CC(=O)NCc1ccco1)C(=O)CNS(=O)(=O)c1ccc(F)cc1,-36,-19,8,-3.9,-3.3,-6,2,2,3
COc1c(C)cc(C(=O)C2CCCN(S(=O)(=O)c3c(C)noc3C)C2)cc1C (configuration not stated),-25,6,2,-5.4,-5.4,5,-2,1,7
CN(C)C=Nc1ccc(Cl)c(Cl)c1,-2,43,2,-1.1,-2.2,8,3,-3,-2
O=C(Nc1ccc(S(=O)(=O)N2CCCCC2)cc1)C1CC(=O)N(c2ccccc2)C1 (configuration not stated),-21,11,0,-3.4,-2.4,-14,4,-19,6
O=C(c1ccc(Cl)cc1)c1c[nH]cc1-c1ccccc1,-2,5,-1,2.1,4.5*,-1,7,26,37*
CCCCNC(=S)NNC(=O)c1cc(C2CC2)nc2ccccc12,-21,-32,.,-3.7,-2.3,-2,2,2,4
CCc1cccc(C)c1NC(=O)c1cccc(N(C)C)c1,-4,28,7,-2.0,-3.8,-9,-5,1,19
CCN(CC)c1ccc(C2NCC(c3ccc([N+](=O)[O-])cc3)O2)cc1 (configuration not stated),0,-12,5,-2.0,-3.5,-8,3,3,7
CCOc1ccc(CN(C)c2nc(-c3cccnc3)nc3ccccc23)cc1OC,-40,1,-5,0.9,-1.0,-18,4,-4,-8
Cc1ccc(OCCOCCNC(C)C)c(Br)c1,7,-6,11,-1.9,-2.6,4,2,0,7
COc1ccc(-n2nc([N+](=O)[O-])c(=NCCc3cccc(C)c3)n2O)cc1,-4,-1,-5,-0.7,-2.2,11,-3,-1,0
CCN(c1cccc(C)c1)C1C(=O)c2ccccc2N1C(C)=O (configuration not stated),-11,5,2,-0.9,-0.2,-6,5,-6,9
O=C1CC(c2ccco2)Sc2nc3ccccc3n21 (configuration not stated),-3,1,-2,-1.5,-4.5,5,8,2,0
COc1ccc(CN(C)CC(=O)NC(=O)NCc2ccccc2)c(OC)c1,1,1,3,-0.1,-4.1,1,3,-2,-3
CC(C)CC1c2[nH]c3ccccc3c2CCN1C(=O)c1cnccn1 (configuration not stated),-13,12,-2,-0.7,-1.6,1,.,5,-9
COC(=O)c1cn(-c2ccccc2)nc1-c1ccncc1,2,12,1,-4.5,-2.3,-2,7,-6,-12
O=C(CSc1nnc(COc2ccc(Cl)cc2)o1)OC1CCCCC1,-7,-23,5,-3.1,-2.6,-12,-2,13,-17
COc1ccc(CC(=O)N[C@@H](C)C(=O)N2CCC3(CC2)NCCc2[nH]cnc23)cc1,-1,.,1,-0.3,-0.7,-18,3,-3,1
CCOC(=O)c1ccc(CSc2nnc(N)s2)cc1,-2,-9,5,-1.4,-3.5,-1,2,2,0
Cc1cc(C)nc(NS(=O)(=O)c2ccc(NC(=O)c3ccccc3[N+](=O)[O-])cc2)n1,-5,14,3,-0.6,-2.5,-4,5,-6,-9
CCCn1nnc(NC(=O)c2ccc(-c3ccccc3)cc2)n1,-17,5,9,-2.9,-0.8,5,-22,-12,-5
CCC1CCCCN1CCCNC(=O)Cn1nc(-c2ccccc2)ccc1=O (configuration not stated),0,13,-4,-1.8,-1.7,-16,0,2,-2
Cc1ccc2c(CC(=O)OCc3csc(C)n3)coc2c1,-16,-30,-2,-2.3,-3.3,5,5,-5,-2
O=C(O)CSc1c2c(nc3cc(C(=O)N4CCCC4)ccc13)CCCC2,-43,10,13,1.7,-1.8,9,2,26,-13
CCNc1nc(-c2ccc(Cl)cc2)cs1,-5,-3,6,-3.9,-2.1,0,1,3,5
Cc1cc(-c2nc3cccnc3s2)ccc1NS(=O)(=O)c1cccs1,2,12,-6,-1.6,-2.8,-14,1,-2,7
Cc1cc(NCCCn2ccnc2)n2nc(-c3ccc(F)cc3)cc2n1,15,-3,4,41*,-1.0,17,1,-8,-2
Cc1sc2nc(CN3CCOCC3)nc(Oc3ccc(NC(=O)c4ccco4)cc3)c2c1C,-12,-11,3,1.0,-0.1,11,-1,7,2
Cc1cccc(NC(=O)CSc2nnc(CCNC(=O)OC(C)(C)C)o2)c1C,-11,9,-4,-0.3,-1.5,4,-1,0,1
CC(C)C(=O)NC(c1ccc(N(C)C)cc1)c1c(O)ccc2ccccc12 (configuration not stated),-3,3,-4,-2.5,-2.7,-1,-1,-1,-18
CCN1CCSc2ccc(C(=O)NCc3ccccc3Br)cc21,-20,26,0,-1.1,-2.2,-6,3,5,3
O=C1c2ccccc2-c2onc3c(N4CCN(CCO)CC4)cc(N4CCN(C(=O)c5ccco5)CC4)c1c23,18,0,-4,14*,1.0,-7,2,-17,22
COc1ccc(-c2noc(C)c2-c2ccc3ccccc3n2)c(O)c1,-16,16,-1,1.5,-0.9,-1,5,-12,-7
CC(C)C(OC(=O)CN1C(=O)c2ccccc2C1=O)C(=O)NC1CCCCC1 (configuration not stated),-28,0,0,-0.6,0.8,-13,6,-8,-3
Cc1cc(C)cc(NC(=O)Nc2c(Br)cnn2C)c1,-5,7,1,-2.9,-3.8,0,-2,1,-2
CCOc1nc2ccccc2nc1NS(=O)(=O)c1ccc(Cl)cc1,-24,-5,1,-0.5,-2.9,7,1,-1,2
CC1CCN(C(=O)CSc2nc(N)cc(N)n2)CC1,-2,13,-1,-1.4,-0.9,-8,1,3,-3
Cc1cc2oc(=O)ccc2cc1[N+](=O)[O-],-9,30,-1,-0.2,-4.5,-14,-1,5,0
Cc1cc(=O)n2c(C(=O)Nc3ccc(C)c(C)c3)c(C(=O)Nc3ccccc3)sc2n1,-9,12,-4,-0.5,-1.6,4,7,-5,2
Cc1ccc2[nH]c3c(c2c1)CCc1cn[nH]c1-3,18,27,3,-1.6,-3.1,-6,1,-5,33*
COc1ccc2c(c1)C(=O)CC(c1ccccc1F)O2 (configuration not stated),-6,27,-1,-0.8,-3.3,8,3,-3,5
O=C(CN1CCCCCC1)NCCN1C(=O)S/C(=C\c2ccccc2Cl)C1=O,-10,0,3,-4.7,-2.6,7,-1,2,16
COc1cc2c(cc1OC)CN(C(=O)CNS(=O)(=O)c1ccc(C)c(C)c1)CC2,-29,-1,2,-2.9,-3.3,7,-3,-2,2
CC(=O)OCc1cc(=O)n(C)c(=O)n1C,4,2,0,-1.0,0.4,-10,4,-20,-3
Cc1ccc(CCNC(=O)Cn2ccc3cc(S(=O)(=O)N4CCCC4)ccc32)cc1,-37,2,4,-1.7,-1.9,-5,-1,-5,8
O=C(CN1CCN(c2ccc(F)cc2)CC1)Nc1ccc(S(=O)(=O)N2CCOCC2)cc1,-30,4,3,-2.5,-1.7,-5,5,-9,5
CCS(=O)(=O)c1nc2ccccc2n1Cc1ccccn1,-9,-1,-4,0.1,-2.3,-4,6,3,0
O=c1cc(-c2ccc([N+](=O)[O-])cc2)nc2cc(-c3ccc(Cl)cc3)[nH]n12,-4,21,-5,-3.0,-2.6,-5,.,48*,15
CC(=O)c1ccc(NC(=S)NC(C)c2ccc(Cl)cc2Cl)cc1 (configuration not stated),0,-7,2,-3.8,-2.3,-26,6,2,3
O=C(COc1ccc(Cl)cc1)NCc1cn2cc(Cl)ccc2n1,-10,3,1,-2.1,0.4,10,-2,-4,-2
CCCNC(=O)c1cnc(Sc2ncc(C(F)(F)F)cc2Cl)n1C,-7,8,-7,-5.2,-3.0,-11,-2,-3,-10
O=C(CSc1ccc(-c2ccncc2)nn1)N1CCCC1,-13,8,5,-0.9,-4.0,-5,-1,6,-11
CC(C)Sc1nc2ccc(N3C(=O)C4CCCCC4C3=O)cc2s1 (configuration not stated),4,14,1,0.8,0.4,-2,4,8,9

# From PubChem BioAssay
